# EPAC2 antag: EPAC2 (human) antagonism; 0.18% of 360,000 active; Potency, µM (highest dose often 114 µM), for the others: top-dose activity, negative = inhibition, actives largely listed as inhibitors; EPAC2 GEF exchange of Rap1B-BODIPY-GDP, fluorescence; further: potency means the concentration at half of the fitted maximal effect; on the % scale 0 is the no-effect control and ±100 the full control effect; nearly all actives have a fitted effect of over 45% in size; many of its hits are not listed in these tables
# Target sequence (Q8WZA2 whole entry, looked up): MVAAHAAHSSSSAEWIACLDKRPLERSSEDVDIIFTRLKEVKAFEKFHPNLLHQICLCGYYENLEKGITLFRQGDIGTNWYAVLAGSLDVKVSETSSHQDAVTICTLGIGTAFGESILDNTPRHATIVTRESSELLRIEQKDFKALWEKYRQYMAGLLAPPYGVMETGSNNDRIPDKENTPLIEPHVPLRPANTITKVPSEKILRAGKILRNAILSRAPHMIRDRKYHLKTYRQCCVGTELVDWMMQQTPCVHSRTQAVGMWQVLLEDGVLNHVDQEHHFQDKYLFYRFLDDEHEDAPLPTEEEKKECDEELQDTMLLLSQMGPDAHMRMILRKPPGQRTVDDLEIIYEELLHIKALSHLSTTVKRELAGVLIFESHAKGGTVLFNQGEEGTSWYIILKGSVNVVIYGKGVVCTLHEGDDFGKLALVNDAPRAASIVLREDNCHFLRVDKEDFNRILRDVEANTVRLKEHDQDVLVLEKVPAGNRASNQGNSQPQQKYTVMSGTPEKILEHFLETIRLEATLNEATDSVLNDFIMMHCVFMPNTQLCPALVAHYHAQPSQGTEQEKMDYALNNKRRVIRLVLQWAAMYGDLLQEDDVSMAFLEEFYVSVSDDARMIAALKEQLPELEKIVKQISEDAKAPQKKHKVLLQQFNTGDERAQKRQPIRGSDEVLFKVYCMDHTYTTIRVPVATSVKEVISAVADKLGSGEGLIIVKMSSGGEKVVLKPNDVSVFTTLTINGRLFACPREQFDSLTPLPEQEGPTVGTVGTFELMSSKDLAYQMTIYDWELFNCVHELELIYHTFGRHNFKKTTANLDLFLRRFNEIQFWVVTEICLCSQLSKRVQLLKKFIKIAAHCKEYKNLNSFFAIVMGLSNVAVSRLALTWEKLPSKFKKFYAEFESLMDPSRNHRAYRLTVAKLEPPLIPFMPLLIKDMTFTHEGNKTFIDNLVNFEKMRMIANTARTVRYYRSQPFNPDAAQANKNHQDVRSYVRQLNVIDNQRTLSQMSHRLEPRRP
# PTHR1 agonist: agonists of human PTHR1 parathyroid hormone receptor | Potency, µM (titrated, usually from 115 µM), without a hit: top-dose activation, usual class: activators | Q03431 | 0.075% of 410,000 active | HEK293 GP2 PTHR1 cells, GloSensor cAMP luminescence, 1 h; further: potency means the concentration at half of the fitted maximal effect; nearly all actives have a fitted effect of over 55% in size; some results filed as inactive show a strong effect at the top dose; inactives centre near -15; many of its hits are not listed in these tables
#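 HEK-293-derived GP2 cells expressing PTHR1 and a GloSensor cAMP reporter, 3,000/well, plated overnight, given luciferin plus IBMX (each 0.5 mM as added) for 1 h at 37 °C, then compound for 1 h at 37 °C. Luminescence was read after 15 min at room temperature.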
# D3 ag: agonists of human D3 dopamine receptor | P35462 | max activation, % | D3R DiscoveRx beta-arrestin cells, luminescence, 90 min | 0.58% of 410,000 active; in the data active means max activation above about 30%; further: 0% is about no effect; mostly tested at two doses, the higher about 12 µM
#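 Agonist mode: compounds and dopamine controls were applied to plated cells for 90 min at 37 degrees C after an overnight attachment at 1500 cells/well. Luminescent read-out followed 30 - 60 minutes at room temperature with DiscoveRx detection reagent.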
# pAkt inh: inhibitors of Akt phosphorylation | Neuro2A IGF-stimulated pAkt S473 HTRF, 20 min; active compounds read low | activity change, % for hits at 50 µM | 0.32% of 360,000 active; in the data active means activity change below about -80%; inconclusive means mostly about -51% to -80%; further: on the % scale 0 is the no-effect control and ±100 the full control effect
#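 Single-point screen (50 µM final compound) in Neuro2A cells stimulated 20 min with 6 nM IGF at 37 deg C. After lysis, Ser473-phosphorylated Akt read by HTRF (ex 330 nm, em 615/665 nm) as the 665/615 ratio.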
# Mm-Cpn inhibitor: blocks the Methanococcus maripaludis chaperonin Mm-Cpn. 0.031% of 330,000 active. purified Mm-Cpn ATPase, ADP Transcreener TR-FRET. Potency, µM (doses to about 76.9 µM), for the others: top-dose activity, negative = inhibition, usual class: inhibitors. AID 504842; further: potency means the concentration at half of the fitted maximal effect; on the % scale 0 is the no-effect control and ±100 the full control effect; nearly all actives have a fitted effect of over 80% in size
#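 ATPase turnover read by TR-FRET ADP competition (Eu cryptate antibody/ADP-d2, 665/590 nm): 10uM ATP final, 25nM Mm-CPN final, 30 min 37degC after 10-min compound preincubation, pH 7.4 Tris/KCl/MgCl2/DTT buffer.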
# D3 antag: D3 dopamine receptor (human) antagonism. D3R cells, DiscoveRx beta-arrestin luminescence, antagonist mode; active compounds read low. P35462. max response, negative = inhibition, %. 2.5% of 360,000 active; in the data active means max response below about -50%; inconclusive means no clear call, values can overlap the other calls; further: on the % scale 0 is the no-effect control and ±100 the full control effect; mostly tested at two doses, the higher about 12 µM
#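 Cells expressing the human receptor were seeded at 1500 cells/well, incubated overnight at 37 degrees C in 5% CO2, then exposed to library compounds with dopamine controls for 90 minutes at 37 degrees C before luminescent detection.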
# EPAC2 agonist: EPAC2 (human) agonism; 0.079% of 360,000 active; Potency, µM (titrated, usually from 154 µM), without a hit: top-dose activation, most hits filed as activators; Q8WZA2; AID 720711; EPAC2 activation, biochemical qHTS; response scale: 100% = 6.5 mM cAMP response; further: potency means the concentration at half of the fitted maximal effect; nearly all actives have a fitted effect of over 50% in size
#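 Compounds were titrated in qHTS against a Rap1B-BODIPY-GDP (250 nM) complex with EPAC2 (100 nM) and GDP (50 uM). BODIPY-GDP release tracked at 480/540 nm over 30 min at room temperature, normalized to 6.5 mM cAMP.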
# CCT modulator: cytosolic chaperonin activity modulation; purified chaperonin ATPase assay, HTRF ADP detection, 30 min; activity change, % (no concentration beside the values), hits read low; 0.3% of 360,000 active; in the data active means activity change below about -30%; further: on the % scale 0 is the no-effect control and ±100 the full control effect
#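 Enzyme 40 or 20 nM (batch-dependent) in Tris pH 7.4/KCl/MgCl2/DTT; cpd 76 uM single point; ATP 10 uM; 30 min 37 °C; Transcreener ADP HTRF detection, 30 min RT; ratio 665/615.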
# Active calls of the source: *; i = inactive; ? = inconclusive; · = not tested or not shown; [ ] = dose if it differs, or a comment. Unless noted, the call rests on the fitted dose curve; in most records, active means well fitted curve in the direction sought with a large enough effect; inconclusive means small, poorly fitted or top-dose-only effect, or another doubt; inactive means no such curve, though single readings can be large; an effect the other way counts as inactive or inconclusive. This is a subset; the hit share may differ from the screen's.
SMILES,EPAC2 antag,PTHR1 agonist,D3 ag,pAkt inh,Mm-Cpn inhibitor,D3 antag,EPAC2 agonist,CCT modulator
O=C(NCc1n[nH]c(=S)n1-c1ccc(Br)cc1)c1ccc(S(=O)(=O)N2CCOCC2)cc1,6%,i,4,i,-5%,-12,2%,-2.8
CC(C)(C)n1nnnc1C(c1ccccc1)N1CCN(c2ccc(C(F)(F)F)cn2)CC1 (centres undefined),-8%,-5%,-3,i,·,0,12%,-2.2
O=C(NCc1ccc(Cl)cc1Cl)C1CCN(S(=O)(=O)c2ccc3c(c2)OCCCO3)CC1,14%,-2%,-22,i,1%,-25,14%,2.6
CCc1ccc(CCC(=O)N2CCN(S(=O)(=O)c3ccc(Br)cc3)CC2)cc1,-16%,-43%,8,i,·,10,4%,-2.7
C=CCn1c(O)c(N=NC(=S)Nc2ccc(OC)cc2)c2ccccc21,-1%,i,-38,i,-3%,-17,12%,-0.4
O=C1CC(N2CCN(Cc3ccc4c(c3)OCO4)CC2)C(=O)N1Cc1ccc(N2CCCC2=O)cc1 (centres undefined),11%,-77%[inhibitor],-1,i,0%,8,-6%,2.2
CCOC(=O)c1sc(C)c2c(=O)n(CCc3ccccc3)nnc12,-5%,i,-3,i,-7%,0,-8%,-2.1
C=CCSc1nnc(-c2nnc(SCC=C)n2CC)n1CC,8%,-32%,-3,i,1%,4,-5%,0.2
CC1(C(=O)NS(=O)(=O)c2cccc(C#N)c2)CCN1C(=O)C/C=C/c1ccccc1 (centres undefined),10%,-22%,-1,i,·,-2,8%,0.5
c1ccc(-n2nnnc2NC2CCCCC2)cc1,-10%,-21%[57.5 µM],-40,i,2%,?,1%,-0.6
CCCS(=O)(=O)NC(=O)C1(C)CCN(C(=O)Cc2ccc(F)cc2)C1 (centres undefined),13%,-1%,5,i,·,13,7%,1.8
CC1(C)N=C(N)NC(Nc2ccc(Br)cc2)=N1,16%,i,1,i,1%,-8,3%,-1.6
O=C(COc1ccccc1Cl)Nc1ccc2c(c1)OCCO2,0%[57.1 µM],-17%[57.5 µM],2,i,0%,62,0%,3.0
Cc1cc(C)c2nc(N3CCC(C(=O)NCCCN4CCCCC4)CC3)sc2c1,0%,-9%[57.5 µM],1,i,1%,-18,-6%,-1.5
CCOc1ccc(-n2c(=S)sc3c(=O)n(-c4ccccc4)c(SC)nc32)cc1,6%,3%,-1,i,3%,5,8%,1.6
c1ccc(Sc2nc(N3CCCCC3)nc(N3CCCCC3)n2)nc1,-4%,-9%[57.5 µM],-16,i,·,?,7%,0.0
CCOc1ccccc1Nc1nnc(C)c(=O)[nH]1,2%,i,-7,i,1%,-27,3%,-0.7
COc1ccc(-c2cc3nc(CCl)[nH]c(=O)c3s2)cc1,3%,-37%[inhibitor],-2,i,-7%,-21,-1%,-0.9
COC(=O)c1cccc(C(=O)N2CCC(CO)(CCc3ccccc3)CC2)c1,10%,-24%,1,i,0%,-1,16%,-2.2
CC(=O)C1C(c2ccc(Cl)cc2)c2c(noc2C)CC1(C)O (centres undefined),-7%,i,8,i,1%,69,3%,-1.5
Cc1ccc(-c2nnn(CC(=O)N(Cc3cccs3)C(C(=O)NC3CCCCC3)c3ccco3)n2)o1 (centres undefined),-6%,i,-1,i,-1%,3,6%,-1.1
COc1ccc(OCCC(=O)Nc2cc(C)on2)cc1,-5%,-6%,-7,i,-1%,-12,3%,-0.8
CCC(C)[C@H](NC(=O)[C@H](Cc1ccccc1)n1c(=O)[nH]c2ccccc2c1=O)C(=O)N1CCC(C(=O)O)CC1 (some centres undefined),10%,-8%,3,i,1%,-8,1%,2.0
O=C(NC1CCCCCC1)C1c2ccccc2C(=O)N1CCCN1CCOCC1 (centres undefined),6%,-3%[57.5 µM],-22,i,4%,-17,-6%,-1.2
O=C(c1ccc(S(=O)(=O)N2CCOCC2)cc1)N1CCCc2ccccc21,-19%,-54%[inhibitor],1,·,1%,-2,6%,0.6
Cc1cc(/C=c2/sc3nc4ccccc4n3c2=O)c(C)n1-c1ccccn1,8%,-20%[57.5 µM],2,i,0%,25,-4%,-1.1
COc1ccc(S(=O)(=O)NC(CC(=O)NCc2ccc3c(c2)OCO3)c2ccco2)cc1 (centres undefined),13%,-3%,-8,i,-1%,-16,-14%,-1.0
COc1ccc(N(CC(=O)Nc2ccc(C)c(C)c2)S(=O)(=O)c2c(C)n[nH]c2C)cc1,-17%,-97%[inhibitor],-9,i,2%,-10,-6%,-0.5
Cc1cc(N)n(-c2ccccc2C)n1,3%,i,0,i,2%,11,6%,1.8
CCOc1ccc(-c2csc(NNC3=NCCCCC3)n2)cc1,1%,-19%,5,i,1%,-7,-10%,-1.0

# 4 structures already listed, arranged by length of the SMILES, ascending.
SMILES,EPAC2 antag,PTHR1 agonist,D3 ag,pAkt inh,Mm-Cpn inhibitor,D3 antag,EPAC2 agonist,CCT modulator
Cc1cc(N)n(-c2ccccc2C)n1,3%,i,0,i,2%,11,6%,1.8
O=C(c1ccc(S(=O)(=O)N2CCOCC2)cc1)N1CCCc2ccccc21,-19%,-54%[inhibitor],1,·,1%,-2,6%,0.6
COc1ccc(N(CC(=O)Nc2ccc(C)c(C)c2)S(=O)(=O)c2c(C)n[nH]c2C)cc1,-17%,-97%[inhibitor],-9,i,2%,-10,-6%,-0.5
Cc1ccc(-c2nnn(CC(=O)N(Cc3cccs3)C(C(=O)NC3CCCCC3)c3ccco3)n2)o1 (centres undefined),-6%,i,-1,i,-1%,3,6%,-1.1

# (next part)
SMILES,EPAC2 antag,PTHR1 agonist,D3 ag,pAkt inh,Mm-Cpn inhibitor,D3 antag,EPAC2 agonist,CCT modulator
FCCCOc1ccc(/C=N/OCc2c(Cl)cccc2Cl)cc1,-7%,i,-3,i,0%,-65*,6%,-3.4
COc1cccc2sc(Nc3nnc(-c4ccc(F)cc4)o3)nc12,9%,-8%,10,i,0%,21,9%,-0.5
Cc1c(NC(=O)CC2CC(C)OC2=O)c(=O)n(-c2ccccc2)n1C (centres undefined),9%,i,-1,i,·,-6,1%,-2.6
N/C(=N\OC(=O)CCC1CCCC1)c1ccc(Br)cc1,-3%,i,6,i,-6%,22,-5%,-0.7
COc1cc(C=O)ccc1Oc1nnnn1-c1ccc(C(N)=O)cc1,-4%,i,-7,i,-1%,-3,8%,-4.4
COc1ccc(N2CCOCC2)c(NC(=O)c2ccc(Br)o2)c1,-9%,-42%,23,i,-1%,-1,4%,-3.7
CS(=O)(=O)N(CCc1ccccc1)CC(=O)N1CCN(c2ccc(F)cc2)CC1,-1%,-29%[57.5 µM],5,i,0%,2,0%,-4.1
O=C(CN1C(=O)NC2(CCc3ccccc32)C1=O)Nc1ccc(N2CCOCC2)cc1 (centres undefined),1%,i,-4,i,-3%,-17,9%,-2.7
Cc1nc(NC(=O)c2ccco2)sc1-c1csc(Nc2ccc(Cl)cc2)n1,21%,-14%,52*,i,-26%,57,6%,-2.8
O=C(NNC(=O)c1cccc(Br)c1)Nc1ccc(Cl)cc1,4%,-13%,-16,i,0%,-67*,8%,-1.1
O=C1CC(c2ccccc2)CC(O)=C1C=Nc1cccc(Cl)c1 (centres undefined),-9%,-21%,-13,i,1%,?,8%,-0.6
CC(=O)N1CCCc2ccc(NS(=O)(=O)c3ccccc3)cc21,-1%,-61%[inhibitor],-4,i,1%,5,8%,-1.2
COc1ccc(CN2CCNC(=O)C2CC(=O)N(C)CC2CCOCC2)c(F)c1 (centres undefined),7%,i,3,i,1%,-2,4%,-2.2
CN(C)CCNC(=O)c1ccccc1-c1cc2ccccc2c(=O)o1,1%,-2%,9,i,5%,12,7%,-3.5
COc1ccccc1NC(=S)N(CCCN1CCOCC1)Cc1ccccn1,0%,i,4,i,3%,13,6%,0.0
CC(Sc1ccc([N+](=O)[O-])cn1)C(=O)Nc1nccs1 (centres undefined),16%,-83%[inhibitor],-17,i,-1%,1,-1%,0.5
O=C(Nc1ccccc1)c1nc2ccccc2s1,6%,-38%[inhibitor],8,i,2%,1,11%,-1.4
COc1cc(NC(=O)c2cc(C(C)C)on2)c(OC)cc1Cl,-4%,i,0,i,-1%,-7,21%,-0.1
O=C1c2cccc([N+](=O)[O-])c2C(=O)N1CCO,3%,-63%[inhibitor],1,i,-4%,7,0%,-0.2
Cn1cc(-c2coc3c(C(=O)NCc4ccco4)cccc23)cn1,-5%,3%,0,i,·,6,-8%,1.9
CCOc1ccccc1Nc1ncnc2ccccc12,-3%,i,2,·,0%,68,-451%[inhibitor][15.6 µM],1.6
CCNC(=O)C1(C)CCCN(Cc2ccc3ccccc3c2Br)C1 (centres undefined),?,-81%[inhibitor],2,i,·,-1,12%,-0.8
O=S(=O)(c1cccc(-c2cn3cc(Cl)ccc3n2)c1)N1CCOCC1,1%,-5%,19,i,-23%,31,-1%,1.5
COc1ccccc1NC(=O)C1CCCN(C(=O)Nc2ccc(F)cc2)C1 (centres undefined),-3%,i,21,i,-2%,8,3%,1.2
O=C(O)c1cccc2c1C(=O)c1ccccc1C2=O,6%,-22%,2,i,0%,2,0%,1.2
CCCCOC(=O)c1ccc(NC(=O)c2c(N)n(C)c(=O)[nH]c2=O)cc1,2%,-24%,2,i,·,27,-8%,-1.5
COc1ccc(-c2cc(C(=O)Nc3ccc(S(N)(=O)=O)cc3)c3ccccc3n2)cc1OC,1%,-20%,4,i,-12%,-8,8%,-1.8
O=C(NC1CCCC1)c1ccc(CS(=O)(=O)c2cccc(C(F)(F)F)c2)o1,8%,-1%,2,i,-1%,17,-2%,0.3
Cc1ccc2c(Cl)c(C(=O)NCCCN3CCOCC3)sc2c1,3%,-27%,0,i,·,-8,4%,0.1
COc1ccc(NC(=S)N2CCNC(=O)C2CC(=O)Nc2ccc(C)cc2)cc1 (centres undefined),-4%,i,3,i,-2%,-1,6%,-2.0
Cc1cccc(N2C(S)=C(C#N)C(=O)NC2c2cccs2)c1 (centres undefined),4%,-31%[inhibitor],-4,i,0%,-19,-3%,-3.4
Cn1cccc1/C=C1\SC(=S)N(Nc2ccccc2)C1=O,17%,-33%[inhibitor],-4,i,1%,-3,25%,-4.4
Cc1ccc(Cc2cnc(NC(=O)/C(C#N)=C/c3ccc(-c4ccccc4[N+](=O)[O-])o3)s2)cc1,9%,-35%[inhibitor],-4,i,2%,-18,0%,-4.2
COc1cccc(-c2nn(C)c3sc(C(=O)NCc4ccccn4)cc23)c1,-23%,14%,1,i,-5%,-27,17%,-2.1
O=C(CSc1ccccc1)NNC(=O)c1ccccc1O,5%,0%,7,i,-1%,17,3%,-1.1
